FLuc counter: qHTS profiling assay for firefly luciferase inhibitor/activator using purifed enzyme and Km concentrations of substrates (counterscreen for miR-21 project). Luciferin 4-monooxygenase (Photinus pyralis), P08659. purified FLuc, Km substrates, luminescence inhibition. Potency, µM (highest dose often 57.5 µM), inactives show at the highest dose activity change, negative = inhibition, most hits filed as inhibitors. actives 6.9% (n = 360,000). AID 588342, 2011; active = well fitted inhibition curve with a large enough effect; inconclusive = small, poorly fitted or top-dose-only effect;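 note: plate controls were vehicle for no effect and reference inhibitor for full effect; nearly all actives have a fitted effect of over 55% in size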
Target sequence (P08659 whole entry, looked up): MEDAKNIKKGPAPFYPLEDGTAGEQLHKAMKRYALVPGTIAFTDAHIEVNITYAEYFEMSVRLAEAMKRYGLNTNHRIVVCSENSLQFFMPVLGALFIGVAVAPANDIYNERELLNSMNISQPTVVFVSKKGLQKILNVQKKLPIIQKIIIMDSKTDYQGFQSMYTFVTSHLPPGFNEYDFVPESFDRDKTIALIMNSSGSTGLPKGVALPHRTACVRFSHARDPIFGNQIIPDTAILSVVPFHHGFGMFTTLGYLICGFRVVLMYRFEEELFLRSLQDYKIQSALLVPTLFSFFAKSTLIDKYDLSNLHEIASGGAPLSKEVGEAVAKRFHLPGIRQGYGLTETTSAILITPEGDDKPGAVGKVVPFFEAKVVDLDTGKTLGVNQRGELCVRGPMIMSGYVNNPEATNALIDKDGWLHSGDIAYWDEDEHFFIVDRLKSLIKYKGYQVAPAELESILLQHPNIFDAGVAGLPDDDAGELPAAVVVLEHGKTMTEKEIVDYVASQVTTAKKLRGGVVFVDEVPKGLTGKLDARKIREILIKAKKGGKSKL
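Biochemical qHTS of compounds, final roughly 60 µM downward over six points, against 10 nM purified firefly luciferase using Km concentrations of substrates (10 uM D-luciferin, 10 uM ATP) in Tris acetate pH 7.5 buffer; luminescence output.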
The depositor's hits bear a star; u = inconclusive. Potency is the fitted concentration of half-maximal effect. Not all compounds are listed (hit frequency here may not be typical).

compound | FLuc counter
Cc1ccc(-n2c(=O)[nH]c3sc4c(c3c2=O)CCNC4)cc1C | 2.3%
CCOC(=O)c1ccc(N2C(=O)c3n[nH]c(-c4ccco4)c3C2c2ccccc2OC)cc1 (configuration not stated) | -9.5%
CCc1ccccc1NC(=O)c1nc2nc(C)cc(C(F)F)n2n1 | 2.9%
COC(=O)c1ccccc1NC(=O)CCC(=O)N1CCOc2ccccc21 | -1.6%
Cc1ccc(C(C)C)c(OCC(=O)Nc2cccc(-c3nc4ncccc4o3)c2)c1 | -0.6%
CCOC(=O)c1ccc(NC(=O)CC2C(=O)N(c3ccc(F)cc3)C(=O)N2Cc2ccc(C)cc2)cc1 (configuration not stated) | -15.2%
COc1ccc(NC(=O)CC(C)S(=O)(=O)c2ccc3c(c2)NC(=O)CO3)cc1OC (configuration not stated) | 2.2%
CCOc1ccc(OCC)c(NS(=O)(=O)c2c(C(=O)N3CCC(C)CC3)c(C)n(C)c2C)c1 | -1.7%
COc1cccc(CNC(=O)C2CCN(S(=O)(=O)c3ccc4c(ccn4C)c3)CC2)c1 | -8.5%
Cc1ccc(S(=O)(=O)n2nc(-c3ccco3)nc2NCc2ccccc2Cl)cc1 | -8.8%
Cc1ccc(S(=O)(=O)c2nnn3c2nc(NCCc2ccccc2)c2sccc23)cc1 | 3.9%
Cc1nc2ccc(S(=O)(=O)N(CC(=O)Nc3ccc(Cl)cc3)Cc3ccccc3)cc2s1 | -12.3%
Cc1ccc(OCCn2c(COc3ccc(Cl)cc3)nc3ccccc32)cc1 | -3.5%
Cc1cccc(NC2=CC(c3cccc(Br)c3)N(c3cccc(C)c3)C2=O)c1 (configuration not stated) | -0.1%
CC(=O)c1c(C)n(-c2cccc(C)c2)c2ccc(OC(=O)COc3ccccc3)cc12 | 0.9%
CCN(Cc1ccccc1)C(=O)c1cc2c(s1)-c1c(C)cccc1OC2 | -4.3%
Cc1ccc(-c2nnc(SCCOc3ccccc3)o2)cc1 | u
Cc1cc(C(F)(F)F)c2c(N)c(C(=O)Nc3c(Cl)cccc3Cl)sc2n1 | -0.8%
O=C(Nc1ccc2nc(SCC(=O)N3CCCC3)sc2c1)c1cccc(Cl)c1 | -7.6%
Cc1nnc2c(Nc3cccc(O)c3)nc3ccccc3n12 | 4.5%
CCCCN(C)c1nnc(NC(=O)Nc2ccc(Br)c(C)c2)s1 | -7.0%
Cc1nnc(NC(=O)CSc2nc3c([nH]c4ccccc43)c(=O)n2-c2ccc(Cl)cc2)s1 | 1.3%
COc1cc(-c2noc(-c3cc(C)[nH]n3)n2)cc(OC)c1OC | -3.0%
CCCCN(C)CCCNC(=O)C1CCN(S(=O)(=O)CCC)CC1 | -0.7%
Cc1c(Cl)cccc1NC(=O)CSc1ccc(-c2ccccn2)nn1 | -6.4%
COc1ccc(NC(=O)c2ccc3c(c2)N(Cc2cccc(Cl)c2)C(=O)c2ccccc2S3=O)cc1Cl (configuration not stated) | 0.4%
CC(Sc1nnc2ccc3ccccc3n12)C(=O)Nc1ccc(Cl)cc1 (configuration not stated) | 1.0%
CCC(C)n1c(SCC(=O)Nc2ccccc2C(=O)OC)nc2ccsc2c1=O (configuration not stated) | -11.1%
Cc1cc(C)n(-c2nc3ccccc3nc2Nc2cccc(C(=O)NCCc3ccccc3)c2)n1 | -1.9%
COc1ccc2nc(NC(=O)c3cc(=O)c4cc(C)cc(C)c4o3)sc2c1 | -19.0%
CCCCOC(=O)c1ccc(NC(=O)c2cnc3ccc(C)cn3c2=O)cc1 | -3.8%
O=c1c2cn[nH]c2nc(SCc2cccc(Br)c2)n1-c1ccc(Cl)cc1 | -6.9%
Cc1c(C(=O)Nc2ccc(Br)cc2F)sc2ncnc(N(C)C3CCCCC3)c12 | -4.1%
Cc1ccc(Cl)cc1-n1nnc(-c2nc(-c3ccc4c(c3)OCO4)no2)c1C | u
O=C(NCc1ccccc1)c1ccc2c(c1)N(Cc1cccc(Cl)c1)C(=O)c1ccccc1S2(=O)=O | 5.6%
CCN(Cc1ccccc1)C(=O)C1CCC(CNS(=O)(=O)c2ccc3c(c2)CCCC(=O)N3)CC1 (configuration not stated) | 6.3%

6 entries from above, sorted by formula weight, descending.
compound | FLuc counter
Cc1cc(C)n(-c2nc3ccccc3nc2Nc2cccc(C(=O)NCCc3ccccc3)c2)n1 | -1.9%
O=c1c2cn[nH]c2nc(SCc2cccc(Br)c2)n1-c1ccc(Cl)cc1 | -6.9%
CCOC(=O)c1ccc(N2C(=O)c3n[nH]c(-c4ccco4)c3C2c2ccccc2OC)cc1 (configuration not stated) | -9.5%
Cc1cccc(NC2=CC(c3cccc(Br)c3)N(c3cccc(C)c3)C2=O)c1 (configuration not stated) | -0.1%
O=C(Nc1ccc2nc(SCC(=O)N3CCCC3)sc2c1)c1cccc(Cl)c1 | -7.6%
Cc1cc(C(F)(F)F)c2c(N)c(C(=O)Nc3c(Cl)cccc3Cl)sc2n1 | -0.8%

More records
compound | FLuc counter
CCOc1ccccc1NC(=O)CN1C(=O)CC(c2ccc(OC)c(OC)c2)Sc2ccccc21 (configuration not stated) | -19.8%
CC1CCN(c2ccc(NC(=O)c3cccc(Cl)c3)cc2C(=O)O)CC1 | -7.9%
COc1cccc(CNC(=O)Nc2ccc3c(c2)N(C)C(=O)c2ccccc2S3)c1 | -11.6%
Cc1ccc(CNC(=O)c2cc3sccc3n2Cc2ccc(Cl)cc2)cc1 | -5.1%
O=C(NCCCO)C(=O)Nc1c2c(nn1-c1ccccc1)CSC2 | -8.7%
CC(=O)N1N=C(c2ccc(C)cc2)CC1c1cn(-c2ccccc2)nc1-c1cccs1 (configuration not stated) | -4.3%
CC(C)(C)NC(=O)c1oc2ccccc2c1NC(=O)c1ccccc1F | -0.2%
CCS(=O)(=O)c1c(S(=O)(=O)CC)c2cc(C(C)(C)C)ccn2c1C(=O)c1ccc(F)cc1 | 0.6%
COc1ccc(S(=O)(=O)N(CCc2ccccc2)CC(=O)NCc2ccccc2)cc1OC | -10.4%
Cn1c(=O)c2c(c3ccccc31)OC(=O)CC2c1cccc(F)c1 (configuration not stated) | u
CCOc1ccc(C2C(C(=O)Nc3ccccc3)=C(C)Nc3nc(-c4ccccc4)nn32)cc1OC (configuration not stated) | -6.2%
CCOc1ccc(CCNC(=O)c2cc3c(s2)-c2ccccc2OC3)cc1OCC | -6.9%
O=C(NCc1ccccc1Cl)C1CCCN(c2nc3ccccc3n3cccc23)C1 (configuration not stated) | 5.6%
COc1ccc(N2CCN(S(=O)(=O)c3ccc(OC)c(-c4noc(C)n4)c3)CC2)cc1 | 3.2%
COc1ccc2c(c1)c(=O)c(C(=O)c1ccccc1)cn2CC(=O)Nc1ccc2c(c1)OCO2 | -6.9%
COc1ccc(CNC(=O)C2=C(C)C(=O)OC23CCCCC3)cc1OC | 1.7%
Cc1ccc(NC(=O)C2CCCN(C(=O)c3cnn(-c4ccccc4)c3-n3cccc3)C2)cc1 (configuration not stated) | -15.4%
CCc1ccc(S(=O)(=O)c2nnn3c2nc(Nc2ccc(NC(C)=O)cc2)c2sccc23)cc1 | -0.1%
CCCN1CCN(CC2=C(C(=O)OCC)C(c3cccc(OC)c3OC)NC(=O)N2)CC1 (configuration not stated) | -0.7%
COc1ccc(CNC(=O)CC(c2ccc(OC)c(OC)c2)N2Cc3ccccc3C2=O)cc1 (configuration not stated) | -6.3%
CCOC(=O)c1cnc2ccc(OCC)cc2c1Nc1cc(Cl)c(OC)cc1OC | u
O=C(Nc1ccc(N2CCN(c3ccc(F)cc3)CC2)c(C(=O)O)c1)c1ccccc1F | -2.6%
CCn1c(Oc2ccc(F)cc2F)nc2c1c(=O)n(C)c(=O)n2C | -7.4%
COc1ccc(Cl)cc1NC(=O)c1c(NCc2sccc2C)sc2c1CCCC2 | u
COc1ccc(NS(=O)(=O)c2ccc3nc(-c4ccccc4)[nH]c3c2)cc1 | 1.5%
Cc1nc(N2CCCC2)ncc1C(=O)N1CCN(c2ccc(Cl)cc2)CC1 | 5.6%
CCc1ccc(-n2nc(C)c3c(C(=O)NCCc4ccc(OC)c(OC)c4)cc(C)nc32)cc1 | 3.2%
CC1CCN(S(=O)(=O)c2ccc(N3CCCCS3(=O)=O)cc2)CC1 | -2.3%
Cc1ccc2c(CC(=O)Nc3c(C(=O)Nc4cccc(Cl)c4)oc4ccccc34)coc2c1C | -0.5%
CCOC(=O)C1CCN(C(=O)Cn2ncc3c([nH]c4ccc(C)cc43)c2=O)CC1 | -1.2%
O=C(COc1ccc(Cl)cc1)Nc1cc(-c2ccccc2)no1 | -0.9%
CCOc1ccc(NC(=O)C(=O)c2cc(C)n(-c3cc(C)cc(C)c3)c2C)cc1 | 2.1%
O=C(Cc1ccc(NC(=O)N2CCSc3ncccc32)cc1)NCCc1ccccc1 | -14.1%
CCOC(=O)C(Cc1ccccc1)NC(=O)CCc1c(C)nc2c(c(C)nn2-c2ccc(C)c(C)c2)c1C (configuration not stated) | -1.4%
COc1ccc2cc3cc(C(=O)NCc4ccc(C)cc4)oc3nc2c1 | -3.0%
CC(=O)c1ccc(NC(=O)C2CCN(S(=O)(=O)c3c(C)noc3/C=C/c3ccc(C)cc3)CC2)cc1 | 1.2%

Carrying on:
Molecule	FLuc counter
CC1=C(c2ccc(C)c(C)c2)S(=O)(=O)N=C1N1CCC(C(=O)Nc2cccc(F)c2)CC1	-5.3%
Cn1c(SCC(N)=O)nc2c([nH]c3ccccc32)c1=O	0.4%
COc1ccc(N2CCN(C(CNC(=O)c3ccc(OC)c(OC)c3)c3cccnc3)CC2)cc1 (configuration not stated)	-2.8%
Cn1c(=O)c(=O)n(C)c2cc(N3CCCC3)c(NC(=O)c3ccccc3F)cc21	-0.6%
CCn1cc(C(=O)N2CCN(c3ccccc3)CC2)c(=O)c2cc(S(=O)(=O)N3CCCC3)ccc21	0.0%
CCCCNc1nc2c(c(=O)n(C)c(=O)n2C)n1CC(O)COc1ccccc1C (configuration not stated)	5.7%
CC(=O)c1sc(N2C(=O)c3oc4ccccc4c(=O)c3C2c2ccc(C)cc2)nc1C (configuration not stated)	4.0%
CCOC(=O)c1ccc(NC(=O)c2cc3c(n(-c4ccc(C)cc4)c2=O)CC(C)(C)CC3=O)cc1	-5.3%

For reference, some entries already given:
Molecule	FLuc counter
CC1=C(c2ccc(C)c(C)c2)S(=O)(=O)N=C1N1CCC(C(=O)Nc2cccc(F)c2)CC1	-5.3%
Cn1c(SCC(N)=O)nc2c([nH]c3ccccc32)c1=O	0.4%
COc1ccc(N2CCN(C(CNC(=O)c3ccc(OC)c(OC)c3)c3cccnc3)CC2)cc1 (configuration not stated)	-2.8%

New compounds follow:
Molecule	FLuc counter
CCOc1ccccc1NC(=O)C(=O)c1cc(C)n(-c2ccc(F)cc2)c1C	2.9%
CCN(Cc1ccccc1)C(=O)c1sc2nc3n(c(=O)c2c1C)CCCC3	-1.3%
CCc1ccc(OCC(=O)N(Cc2ccc(Cl)cc2)C2CCS(=O)(=O)C2)cc1 (configuration not stated)	0.9%
Cc1ccc(N2CCN(S(=O)(=O)c3ccc4oc(=O)c5ncn(C)c5c4c3)CC2)c(C)c1	0.5%
COc1ccc(CCNC(=O)CCCCn2c(=O)c3ccccc3n(Cc3ccc(F)cc3Cl)c2=O)cc1OC	1.7%
COc1ccc(CNC(=O)CSc2nnc(C)c3c(C)n(-c4ccccc4)nc23)c(OC)c1	-15.2%
O=C(Nc1ccc(F)cc1)c1nc(SCc2ccccc2F)ncc1Cl	-10.5%
O=C(NCCc1ccccc1)C(=O)NCC(c1cccnc1)N1CCN(c2ccccc2F)CC1 (configuration not stated)	-6.3%
COc1cc(C(=O)NCC(c2ccc(N(C)C)cc2)N2CCCC2)cc(OC)c1OC (configuration not stated)	0.5%
Cc1ccc2oc3c(c(=O)c2c1)C(c1ccc(O)cc1)N(c1nc(C)c(C)s1)C3=O (configuration not stated)	-1.9%
CCN(C(=O)CSc1nc2ccccc2nc1Cc1cccc(OC)c1)c1cccc(C)c1	-15.5%
COc1cc(C(=O)N2CCN(CCc3ccncc3)CC2)cc(OC)c1OC	-2.5%
Cc1cccc(N2CCN(C(=O)Cn3ncc4c3-c3ccccc3OC4)CC2)c1C	-11.1%
Cc1coc2c(C)c3oc(=O)c(CCC(=O)NCCc4ccccc4F)c(C)c3cc12	-0.3%
COC(=O)c1cc2oc3ccccc3c2n1CC(=O)Nc1ccc(OC)c(OC)c1OC	3.0%
CCOC(=O)c1cnc2nc(NCc3cccc(Br)c3)[nH]n2c1=O	u
O=C(Nc1cccc(C(F)(F)F)c1)C1CCCN(S(=O)(=O)c2cccc3nsnc23)C1 (configuration not stated)	-3.5%
Cc1cc(-n2c(C)nc3ccccc3c2=O)ccc1NC(=O)c1ccc(C)c([N+](=O)[O-])c1	-14.5%
Cc1ccc(Cn2c(C(=O)Nc3ccc(Cl)cc3)cc3sccc32)cc1	-2.6%
CCCCN(C)CC(O)Cn1cc(/C=C/C(=O)c2ccc(OC)c(OC)c2)c2ccccc21 (configuration not stated)	-17.9%
COc1cc2nc(SCC(=O)Nc3ccccc3F)n3nc(-c4ccccc4)nc3c2cc1OC	-3.0%
Cc1nn(CC(=O)NCc2ccco2)c(=O)c2cc3ccccc3n12	-2.1%
Cn1c(C(=O)Nc2cccc(Cl)c2)cc2c(=O)n(C)c3ccccc3c21	-0.3%
COc1ccc(CNC(=O)c2cc(C)nc3c2c(C)nn3-c2cccc(Cl)c2C)cc1	1.0%
Cc1ccc2c(c1)c1c(c(=O)n(-c3ccccc3)c(=O)n1CC(=O)c1ccc(F)cc1)n2C	-1.0%
COc1ccc(CNC(=O)CC(c2ccc(OC)cc2)N2Cc3ccccc3C2=O)cc1 (configuration not stated)	4.0%
COc1ccc(NCc2cc3cc4c(cc3n(CC(=O)Nc3cccc(F)c3)c2=O)OCO4)cc1	-2.0%
CCc1nnc(SCC(=O)Nc2ccc(F)cc2F)c2cc3sc(C)cc3n12	-5.4%
